Source: PubChem BioAssay (National Center for Advancing Translational Sciences (NCATS))
AmpC inh det – Promiscuous and Specific Inhibitors of AmpC Beta-Lactamase (assay with detergent). hit rate 0.09% among 71,000. P00811. Potency, µM (doses to about 28.7 µM), without a hit: at the highest dose activity change, negative = inhibition. purified AmpC, nitrocefin hydrolysis with detergent; active = well fitted curve in the direction sought with a large enough effect
Target sequence (P00811 whole entry, looked up): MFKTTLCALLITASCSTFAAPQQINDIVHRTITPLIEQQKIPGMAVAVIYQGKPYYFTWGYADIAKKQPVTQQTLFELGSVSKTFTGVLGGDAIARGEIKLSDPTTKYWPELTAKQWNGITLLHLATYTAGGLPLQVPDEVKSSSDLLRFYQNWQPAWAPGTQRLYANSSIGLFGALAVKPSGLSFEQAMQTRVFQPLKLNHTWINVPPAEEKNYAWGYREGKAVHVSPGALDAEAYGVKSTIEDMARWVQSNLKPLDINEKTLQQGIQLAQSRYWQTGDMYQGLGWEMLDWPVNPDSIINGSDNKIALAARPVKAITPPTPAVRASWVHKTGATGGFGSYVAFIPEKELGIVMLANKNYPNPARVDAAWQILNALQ
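E. coli AmpC (5.3 nM) in 20 mM phosphate pH 7.0 with 0.01% Triton X-100, preincubated 15 min RT with compound; nitrocefin (2 uL of 800 uM stock) hydrolysis followed by 480 nm absorbance every 20 s over 4 min.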
Numbers without * were called inactive; [ ] = remark or other dose. % is scaled to controls: 0 for no effect and ±100 for the full control effect; potency is read from the fitted curve at half-maximal effect. This is a subset; the hit share may differ from the screen's.

SMILES	AmpC inh det
CN(C)Cc1nc2c(c(=O)[nH]1)C1(CCCCC1)Cc1ccccc1-2	5%
O=C(O)CC[C@@H](NC(=O)c1ccccc1C(=O)O)C(=O)O	-5%
O=c1[nH]c(=O)n([C@H]2C[C@H](O)[C@@H](CO)O2)cc1Br	12%
O=C(NCc1ccccc1F)C1CCCN(C(=O)NC2CCCCC2)C1 (configuration not stated)	14%
Cc1cc(NC(=O)CCc2ccc(C)o2)no1	-3%
C=CCc1cccc2cc(C(=O)N(C)C)c(=O)oc12	0%
Cc1ccc(C2Nc3ccccc3C(=O)N2Cc2ccco2)cc1 (configuration not stated)	0%
Cc1cc(C)cc(N2CCCn3c2nc2c3c(=O)n(CC(=O)OCc3ccccc3)c(=O)n2C)c1	14%
COc1ccccc1Nc1nc(N)nc(CSc2nncn2C)n1	12%
O=C(c1ccccc1)c1cccc(NC(=O)c2ccco2)c1	3%
CC1CCCCN1S(=O)(=O)c1cccc2cccnc12 (configuration not stated)	14%
O=C(NCc1ccc(F)cc1)c1c(O)c2cccc3c2n(c1=O)CCC3	-2%
COc1ccc2ccc(Oc3ncccn3)cc2c1	-2%
O=C(CSc1nc2cc(Cl)ccc2s1)c1ccco1	-2%
CS(=O)(=O)Nn1cnc2ccccc2c1=O	-6%
COc1ccc2nc(C)cc(N3CCOCC3)c2c1	-1%
CCOC(=O)c1sc(NC(=O)CCN2CCOCC2)c(C(=O)OCC)c1C	-1%
COc1ccc(CCNC(=O)CSc2nc(N)c3c(C)c(C)oc3n2)cc1OC	-3%
O=C(c1ccccc1)c1nnc(-c2ccncc2)o1	-1%
O=C(NC1CCCCC1)C1CCN(c2nccs2)CC1	-2%
COc1ccc2[nH]c(=O)c(CN(C(=O)c3ccncc3)C(C)(C)C)cc2c1	11%
CCOC(=O)c1c(NC(=O)c2nn(CC)cc2Br)c(C#N)cn1-c1ccccc1	-2%
O=c1ccc(S(=O)(=O)N2CCC(Cc3ccccc3)CC2)c[nH]1	2%
Fc1ccc(-c2nnc(NC3=NCCCCC3)o2)cc1	-3%
CN(Cc1cccs1)C(=O)COc1cccc(-n2cnnn2)c1	-1%
CN1CCN(C(=O)c2cccc(COc3cc(Cl)ccc3Cl)c2)CC1	-4%
COc1ccc(Oc2ncc3nc(C)c(=O)n(-c4ccccc4)c3n2)cc1	-1%
COC(=O)c1cccc(NC(=O)CSc2nnnn2C)c1	-1%
CCSc1nnc(NC(=O)c2ccco2)s1	0%
Cc1ccc(C(=N)c2ccccc2Cc2cccc3ccccc23)c2ccccc12	-2%[5.75 µM]
CCOC(=O)c1nc(N)sc1C(=O)OCC	7%
C=CCN1CC2CC3(COc4cc(C)cc(C)c4)C=CC2(O3)C1=O (configuration not stated)	-5%
COCCn1c(SCC(=O)N2CCCc3ccccc32)nc2ccccc2c1=O	17%
CSc1nc2c(c(=O)[nH]c(=O)n2C)n1C/C=C(\C)Cl	-2%
O=c1c2ccccc2nc(-c2ccoc2)n1CCc1ccccc1	-2%
COc1cc(C(=O)COC(=O)Cc2cnc3sccn23)cc(OC)c1OC	-2%
O=S1(=O)C=C(Oc2ccc(F)cc2)c2ccccc21	0%
Cc1noc(C)c1COC(=O)c1cc2c(C)nn(-c3ccc(F)cc3)c2s1	-3%
C[C@@H](C(=O)N[C@@H](CO)Cc1ccccc1)[C@H]1C[C@]1(C)[C@H](NC(=O)OCc1ccccc1)c1ccccc1	1%
CCOCCCNC(=O)C(NC(=O)CNC(C)=O)c1ccc(Cl)cc1 (configuration not stated)	24%

6 entries already listed, sorted by molar mass, falling:
SMILES	AmpC inh det
C[C@@H](C(=O)N[C@@H](CO)Cc1ccccc1)[C@H]1C[C@]1(C)[C@H](NC(=O)OCc1ccccc1)c1ccccc1	1%
CCOC(=O)c1c(NC(=O)c2nn(CC)cc2Br)c(C#N)cn1-c1ccccc1	-2%
CN1CCN(C(=O)c2cccc(COc3cc(Cl)ccc3Cl)c2)CC1	-4%
CN(Cc1cccs1)C(=O)COc1cccc(-n2cnnn2)c1	-1%
COC(=O)c1cccc(NC(=O)CSc2nnnn2C)c1	-1%
Fc1ccc(-c2nnc(NC3=NCCCCC3)o2)cc1	-3%

In another format: entries from further up.
CCOC(=O)c1nc(N)sc1C(=O)OCC
  AmpC inh det: 7%
COc1ccc2[nH]c(=O)c(CN(C(=O)c3ccncc3)C(C)(C)C)cc2c1
  AmpC inh det: 11%
CCOC(=O)c1c(NC(=O)c2nn(CC)cc2Br)c(C#N)cn1-c1ccccc1
  AmpC inh det: -2%
CN(Cc1cccs1)C(=O)COc1cccc(-n2cnnn2)c1
  AmpC inh det: -1%

Next structures follow.
SMILES	AmpC inh det
CCOC(=O)c1cnc(-n2nc(C)cc2C)nc1NC	-2%
N[C@H](CCC(=O)NCC(=O)O)C(=O)O	0%
CN1CCN(c2ccnc(-c3cccnc3)n2)CC1	8%
CS(=O)(=O)N(Cc1nc2sc3c(c2c(=O)[nH]1)CCCC3)C1CCCCC1	14%
O=C(CSc1nc2ccccc2[nH]1)Nc1ccccc1N1CCOCC1	-8%
CCCC(=O)OCCn1c(Br)nc2c1c(=O)[nH]c(=O)n2C	-5%
CC(C)NC(=O)COC(=O)c1ccc(O)cc1	12%
O=C(NCCN1Cc2ccccc2C1=O)c1cccs1	-2%
COc1cc2c(cc1OC)-c1cc(=Nc3c(C)cc(C)cc3C)n(C)c(=O)n1CC2	-2%
O=C(c1ccco1)N1CCN(S(=O)(=O)c2ccc3c(c2)OCCO3)CC1	-2%
C=CCSC1=C(C#N)C(c2cc(Br)c(O)c(OC)c2)CC(=O)N1 (configuration not stated)	5%
CC(C)C(NS(=O)(=O)c1ccc2c(c1)OCCO2)C(=O)NCCc1ccccn1 (configuration not stated)	-6%
Cn1nnc2cc(NC(=O)NCc3ccc4c(c3)OCO4)ccc21	-3%
O=C(CCN1C(=O)c2cccnc2C1=O)NC1CCCCCC1	-3%
Cc1ccc2c(c1)c1c(n2CC(O)CNC(CO)(CO)CO)CCCC1 (configuration not stated)	7%
O=C1CC[C@](CCc2nc3ccccc3[nH]2)(c2ccccc2)C(=O)N1	0%[5.75 µM]
COc1ccccc1-n1cc(C(=O)NCC(=O)N2CCN(c3ccccn3)CC2)c2ccccc2c1=O	1%
COc1ccc(NCc2cc3cc(OC)ccc3[nH]c2=O)cc1	11%
CC(=O)NC12CC3CC(C)(C1)CC(NC(C)=O)(C3)C2	-1%
Cc1nnc(SCc2cc(=O)[nH]c(Nc3nc(C)c4ccccc4n3)n2)s1	-3%
Nc1nc(CN2CCCCC2)cs1	4%
N[C@](CC1c2ccccc2Oc2ccccc21)(C(=O)O)[C@@H]1C[C@@H]1C(=O)O	-2%
Cc1cc(CNC(=O)[C@H](C)[C@@H]2C[C@@]2(C)[C@@H](NC(=O)OCc2ccccc2)c2ccccc2)nn1C	-2%
CC(=O)N1CCC2(CCCN(C(=O)Nc3cccc(C#N)c3)C2)CC1	1%
O=C(CN1CCOCC1)Nc1ccc(Oc2ccc(NC(=O)CN3CCOCC3)cc2)cc1	-2%
CCOc1cc(C)c(Cl)cc1S(=O)(=O)n1cnc2ccccc21	-2%
COc1ccc(S(=O)(=O)N(C)CC(=O)N2CCOCC2)cc1	1%
COc1ccc(NC(=O)C2CC(=O)NC(Nc3cccc(C)c3)=N2)cc1 (configuration not stated)	-3%
COC(=O)c1cccc(NC(=O)Cn2cnc3c2c(=O)n(C)c(=O)n3C)c1	0%
Nc1c(C(=O)CCC(=O)O)oc2ccc(Cl)cc12	10%
CC1=C(C(=O)OCc2ccccc2)C(c2ccccc2-c2ccccc2)NC(=O)N1CCCCCC(=O)O (configuration not stated)	21%
COc1ccc(C(N)=O)cc1N	0%
COc1ccc2c(c1)C=CC1(O2)N(CCO)c2ccccc2C1(C)C (configuration not stated)	-5%
O=C(/C=C/Nc1ccc(F)c(Cl)c1)c1ccco1	1%
Cn1c(=O)c2c(nc(SCc3cc4c(cc3Cl)OCO4)n2C)n(C)c1=O	7%
COc1ccccc1-c1cc(C(=O)Nc2c(F)cc(F)cc2Br)no1	-5%
CCC(=O)Nc1ccc(Nc2ccccc2)cc1	-3%
Cn1c(=O)c2[nH]c(N3CCOCC3)nc2n(-c2ccccc2)c1=O	-1%
Nc1ccc(-c2nc3ccc(-c4nc5ccccc5o4)cc3[nH]2)cc1	-3%
COc1ccccc1OCc1nnc(SCC(=O)c2cc(Cl)ccc2OC)o1	0%

Reformatted field by field: two of the compounds above.
Cn1c(=O)c2c(nc(SCc3cc4c(cc3Cl)OCO4)n2C)n(C)c1=O
  AmpC inh det: 7%

Nc1ccc(-c2nc3ccc(-c4nc5ccccc5o4)cc3[nH]2)cc1
  AmpC inh det: -3%

More compounds:
SMILES	AmpC inh det
CCCS(=O)(=O)c1cn2cccc(N)c2c1S(=O)(=O)CCC	-5%
Cc1nccn1CCc1nc(N)nc(N)n1	-1%
COc1ccc2c(c1OC)C(=O)OC2C1c2cc3c(cc2CCN1C)OCO3 (configuration not stated)	11%
COc1ccc(C2C(=O)N(C3CCCCC3)CC(=O)N2C2CCCC2)cc1 (configuration not stated)	-2%
O=C(c1n[nH]c(=O)c2ccccc12)N1CCN(C2c3ccccc3-c3ccccc32)CC1	-3%
CCOc1ccc2nc(NC(=O)c3ccoc3C)sc2c1	-3%
N#CCSc1nc2[nH]ncc2c(=O)n1-c1ccccc1Br	11%
N=c1c(C(=O)NCc2ccc3c(c2)OCO3)cc2c(=O)n3ccccc3nc2n1Cc1cccnc1	-3%
O=C(OCC(=O)N1CCN(C(=O)c2ccco2)CC1)c1cn(-c2ccccc2)nc1-c1ccccc1	0%
Cc1ccc(C(=O)Nc2ccc(S(=O)(=O)N3CCc4ccccc4C3)cc2)o1	-4%
CCN(CC)c1nc2n(c(=O)n1)CCN2CC	10%
O=C(O)C1CCCCC1C(=O)Nc1ccccc1F (configuration not stated)	-5%
Cc1ccnc(NC(=O)C2CCN(S(=O)(=O)c3cccc4nsnc34)CC2)c1	1%
O=C(O)CCC(=O)N(Cc1ccco1)c1nc(-c2ccccc2)cs1	-1%
O=NN(Cc1ccc(Cl)cc1)[C@@H](C(=O)O)c1ccccc1	-4%[5.75 µM]
Cc1sc2ncn3ncnc3c2c1C	0%
CCN1C(=O)/C(=C2/C=CC=CN2C)OC1=S	1%
Cc1ccc(CC(CC(=O)O)C(=O)NC2CCCCC2)cc1 (configuration not stated)	8%
O=C(NCc1ccco1)C1CC(=O)N(c2ccc(F)cc2)C1 (configuration not stated)	-6%
O=S(=O)(N1CCCCC1)N1CCN(S(=O)(=O)N2CCCCC2)CC1	15%
O=S(=O)(c1ccc(F)c(Cl)c1)N1CCCC1	-4%
CCN(Cc1ccncc1)C(=O)[C@@H](CO)c1ccccc1	-2%
COc1ccc2nc3oc(C(=O)N4CCCCC4)cc3cc2c1	-2%
Cc1ncoc1C(=O)Nc1ccc(Oc2ccccc2)cc1	-1%
COc1ccc2nc3c(cc2c1)c(NC(=O)c1cccs1)nn3CC(C)C	-2%
CN(c1ccc(C(=O)NC2CC2)cc1)S(=O)(=O)c1ccccc1	-3%
CC(C)NC(=O)N1CCC2(CC1)CCN(C(=O)c1cccc(F)c1)CC2	-4%
CCN(CCNC(=O)CCCn1nc(C)n2c(cc3sccc32)c1=O)c1ccccc1	8%
COc1cccc(Cn2c(=O)cnc3cnc(OC)nc32)c1	1%
CC1(C)CC(=O)C(C=NC2CC(C)(C)NC(C)(C)C2)=C(O)C1	-2%
O=C(Cn1nnc2ccccc2c1=O)Nc1cc(C(F)(F)F)ccc1N1CCOCC1	-2%
CC(=O)c1cccc(NC(=O)NC(C)c2ccncc2)c1 (configuration not stated)	-7%
CCOC(=O)CNC(=O)CSc1nc(N(C)C)nc(N2CCOCC2)n1	0%
O=C(Cc1ccccc1)Nc1ccc2oc(-c3ccncc3)nc2c1	-11%
Cc1ccc(C(C(=O)NC2CCCCC2)N2CCCC2)cc1 (configuration not stated)	-1%
c1ccc(-n2ncc3c2ncn2nc(-c4ccco4)nc32)cc1	-2%
Cc1cc(N2CC(C(=O)O)CC2=O)ccc1Br (configuration not stated)	0%
COc1nc(-c2ccccc2)cc(-c2ccc(OC)c(OC)c2)n1	-6%
CC1(C)C(c2ccc(Cl)cc2)=[N+]([O-])C2(CCCC/C2=N\O)N1O (configuration not stated)	0%
COc1cc(C(=O)O)ccc1OC(C)=O	2%
Cc1ccc(NC(=O)CCCCCC2NC(=O)NC2C)cc1 (configuration not stated)	1%
Cc1cc(C(F)F)n2nc(C(=O)NCc3ccccc3F)nc2n1	-7%
CC(=O)Cn1c(CN2CC(C)CC(C)C2)nc2c1c(=O)n(C)c(=O)n2C (configuration not stated)	12%
Cc1cccc(OCC(=O)N2CCN(C(=O)CCC3CCCC3)CC2)c1	5%
COC(=O)C1C(=O)C2=C(CC1C)NC(C)=C(C(=O)OC1CCCC1)C2c1ccc(N(C)C)cc1 (configuration not stated)	-4%
Cc1noc(C)c1S(=O)(=O)Nc1ccc(C(=O)NCc2ccccc2)cc1	-6%
Cc1ccc(-c2nn(C)c(=O)c3ccccc23)cc1S(=O)(=O)NCCO	-3%
CN1CCN(c2ncc3nc(CCc4ccccc4)c(=O)n(CCc4ccccc4)c3n2)CC1	-3%
Cn1cccc1Cc1nnc(SCC(=O)Nc2ccccc2)n1-c1ccc(F)cc1	14%
COC(=O)N1CCN(c2ccc(OC)cc2)CC1	-3%
Cc1nn2c(=O)c(NC(=O)c3ccc(F)cc3)cnc2s1	-6%
O=C(NCC1CCCO1)C1CC(=O)N(c2ccc(F)c(Cl)c2)C1 (configuration not stated)	5%
O=C1NC2(CCCCC2)N=C1c1ccc(F)cc1	-2%
CCN1CCN(Cc2c(C)[nH]c3ccc(OC)cc3c2=O)CC1	-2%
CCOC(=O)/C(C(N)=NCc1ccco1)=C(/O)c1ccccc1	-4%
NC(=O)COC(=O)c1cc(S(=O)(=O)N2CCOCC2)ccc1N1CCCCC1	-2%
CCN(c1ccccc1)S(=O)(=O)c1cccc(C(=O)O)c1	1%
COc1ccc(S(=O)(=O)NC2CCCC2)cc1Br	-5%
